# GPR151 ag: activators of human GPR151; PathHunter beta-arrestin GPR151 cells, luminescence; Q8TDV0; activation, % at 11.2 µM; 650,000 compounds, 1% hits; AID 1508602; in the data active = activation above about 4.9%;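 also: 0% = median of compound wells and 100% = cells with positive control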
# FBW7 act: human FBW7 E3 ligase activation, primary screen; 650,000 compounds, 0.13% hits; AlphaScreen FBW7–phospho-cyclin E peptide binding, activator screen; AID 1259310; Q969H0; normalized activity (activation), % at 26.1 µM; in the data active = normalized activity above about 1.9%;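 also: purified mutant Fbw7 with reduced substrate affinity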
# Target sequence (Q969H0 whole entry, looked up): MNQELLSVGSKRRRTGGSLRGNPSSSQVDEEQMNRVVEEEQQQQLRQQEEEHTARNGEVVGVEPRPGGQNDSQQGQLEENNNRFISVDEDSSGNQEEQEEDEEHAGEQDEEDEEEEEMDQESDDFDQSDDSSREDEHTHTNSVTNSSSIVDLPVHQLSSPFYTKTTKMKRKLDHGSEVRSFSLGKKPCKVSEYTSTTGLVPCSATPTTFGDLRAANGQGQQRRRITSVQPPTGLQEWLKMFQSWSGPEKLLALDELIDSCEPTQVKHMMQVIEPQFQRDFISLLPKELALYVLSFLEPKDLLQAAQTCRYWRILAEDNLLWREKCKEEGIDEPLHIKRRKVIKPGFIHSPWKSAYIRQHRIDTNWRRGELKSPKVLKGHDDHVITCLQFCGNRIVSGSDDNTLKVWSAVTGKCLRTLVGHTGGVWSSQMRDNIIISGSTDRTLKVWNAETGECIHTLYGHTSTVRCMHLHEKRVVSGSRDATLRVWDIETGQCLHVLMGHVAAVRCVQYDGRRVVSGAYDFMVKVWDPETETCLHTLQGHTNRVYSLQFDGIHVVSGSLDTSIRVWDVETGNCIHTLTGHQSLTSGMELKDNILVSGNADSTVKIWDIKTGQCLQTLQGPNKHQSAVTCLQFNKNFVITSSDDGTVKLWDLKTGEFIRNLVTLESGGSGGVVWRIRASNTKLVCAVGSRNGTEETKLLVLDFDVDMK
# TEAD-YAP block: TEAD-YAP interaction inhibition; AID 1259422; 640,000 compounds, 1.4% hits; HEK-TIYL cells, TEAD-Gal4/YAP UAS-luciferase luminescence; inhibition, % at 9.12 µM; in the data active = inhibition above about 32%;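 also: 0% = median of test compound wells and 100% = reference inhibitor wells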
# MITF primary: human MITF inhibition, primary screen; inhibition, % at 2.6 µM; AID 1259374; 650,000 compounds, 0.91% hits; AlphaScreen MITF homodimerization, bead proximity signal; in the data active = inhibition above about 50%;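 also: 0% = vehicle wells with protein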
# * = called active by the depositor; & = joins results of further samples.
(1) CCN(CC)C(=O)C1=C(C)Nc2nnnn2C1c1cccc([N+](=O)[O-])c1 (stereo not drawn)
(2) C=CCc1cc(C=C2C(=O)NC(=O)NC2=O)cc(OC)c1OCC(=O)O
(3) CN(C(=O)COC(=O)c1ccc(Cl)cc1N)C1CCCCC1
(4) O=C(c1cn[nH]c1-c1ccc([N+](=O)[O-])cc1)N1CCN(C2CCCCC2)CC1
(5) CCCn1c(CN2CCN(c3ccc(OC)cc3)CC2)nc2c1c(=O)n(C)c(=O)n2C
(6) COc1ccc(S(=O)(=O)N2CCC(C(=O)O)CC2)cc1
Compound	1	2	3	4	5	6
GPR151 ag	-1.6	-1.3	2.4	3.2	-0.2	1.1
FBW7 act	0.1	-0.1	0.1	0.6	0.1	0.0
TEAD-YAP block	7	0	-8	3	7	-2
MITF primary	50	2	10	10	-15	-3

# Limited to MITF primary and TEAD-YAP block (six entries from above):
No. | Compound | MITF primary | TEAD-YAP block
6 | COc1ccc(S(=O)(=O)N2CCC(C(=O)O)CC2)cc1 | -3 | -2
1 | CCN(CC)C(=O)C1=C(C)Nc2nnnn2C1c1cccc([N+](=O)[O-])c1 (stereo not drawn) | 50 | 7
4 | O=C(c1cn[nH]c1-c1ccc([N+](=O)[O-])cc1)N1CCN(C2CCCCC2)CC1 | 10 | 3
3 | CN(C(=O)COC(=O)c1ccc(Cl)cc1N)C1CCCCC1 | 10 | -8
5 | CCCn1c(CN2CCN(c3ccc(OC)cc3)CC2)nc2c1c(=O)n(C)c(=O)n2C | -15 | 7
2 | C=CCc1cc(C=C2C(=O)NC(=O)NC2=O)cc(OC)c1OCC(=O)O | 2 | 0

# (more compounds)
(7) COc1cc(OC)c(OC)cc1/C=N/n1c(C)nnc1-n1nc(C)cc1C
(8) C=CCN(CC=C)S(=O)(=O)c1ccc(C(=O)Nc2ccc(S(N)(=O)=O)cc2)cc1
(9) O=C(/C=C/c1cccc(Cl)c1)OCCN=C1NS(=O)(=O)c2ccccc21
(10) Cc1ccccc1NC(=O)c1c(NC(=O)C(C)(C)C)sc2c1CCC(C)C2 (stereo not drawn)
(11) Nc1cc(Cl)ccc1C(=O)OCC(=O)NC1CCS(=O)(=O)C1 (stereo not drawn)
(12) O=C(CN1CCSC1=NC(=O)c1ccccc1)c1ccccc1
Compound	7	8	9	10	11	12
GPR151 ag	1.1	-0.5	1.1	-1.1	-1.0	1.6&-1.3
FBW7 act	0.0	-0.1	0.1	0.1	0.1	0.2&0.5
TEAD-YAP block	6	3	-3	-4	-7	-3&-2
MITF primary	14	-9	12	-7	13	2&11

(13) CCOC(=O)N1CCC(NC(=O)CCCn2c3ccccc3c(=O)c3cc(C)ccc32)CC1
(14) Cn1c2c(c(=O)n(C)c1=O)C(c1ccc([N+](=O)[O-])o1)C1=C(N2)c2ccccc2C1=O (stereo not drawn)
(15) O=C1N[C@@H](Cc2ccccc2)C(=O)N2CCN(C(=O)c3cc(F)cc(F)c3)C[C@H]12
(16) O=C(O)C1Nc2ccc(Cl)cc2C2C=CCC12 (stereo not drawn)
(17) COc1ccc(OC)c(C2C(C(=O)Nc3nc4ccccc4s3)=C(C)NC3=C2C(=O)CC(C)(C)C3)c1 (stereo not drawn)
(18) COc1ccc(CCNc2cc(-c3cccc(C(C)=O)c3)ncn2)cc1
Compound	13	14	15	16	17	18
GPR151 ag	-0.3	-0.3	-1.1	1.1	-0.5	-1.2
FBW7 act	0.0	-0.3	0.7	-0.5	0.2	0.0
TEAD-YAP block	17	0	16	8	-24	-7
MITF primary	-5	1	11	77*	-19	-14

(19) CCOC(=O)c1ccc(N/C=C/C(=O)C(C)(C)C)cc1
(20) CC(C)(C)NC(=O)CSc1nncn1NCc1ccccc1
(21) COc1ccc(C[C@@H]2NC(=O)[C@H]3CN(C(=O)c4cccc(C)c4)CCN3C2=O)cc1
(22) COc1cc([N+](=O)[O-])ccc1NC(=O)c1ccc(Cl)cc1Cl
(23) CN(Cc1ccccc1)C(=O)/C(=C/c1ccc(F)cc1)NC(=O)c1ccccc1
(24) CSc1c(F)cnc(=O)n1CC(=O)N1c2ccccc2SC2C=CC=CC21 (stereo not drawn)
Compound	19	20	21	22	23	24
GPR151 ag	1.0	0.2	-0.2	0.6	-1.3	-0.1
FBW7 act	0.0	0.1	-0.1	0.1	0.7	0.0
TEAD-YAP block	-59	13	-6	-4	-5	-4
MITF primary	4	3	2	6	17	-15

(25) CCCCOC(=O)CSc1nc(C)cc(C)c1C#N
(26) Cc1ccc(C(=O)Nc2ccc(C(=O)Oc3ccccc3)cc2)cc1S(=O)(=O)N1CCOCC1
(27) NC(=O)c1sc2nc(-c3ccc(F)cc3)cc(-c3ccccc3)c2c1N
(28) COc1ccc(CN(Cc2cc3cc4c(cc3[nH]c2=O)OCCO4)C(C)=O)cc1
(29) C=CCN1C(=O)/C(=C/c2c(N3CCN(C)CC3)nc3ccc(C)cn3c2=O)SC1=S
(30) CCCCNC(=O)c1cc(-c2cccc(O)c2)on1
Compound	25	26	27	28	29	30
GPR151 ag	-0.8	-0.5	0.7	-1.2	-1.4	0.2
FBW7 act	0.2	0.1	0.7	0.1	0.1	0.1
TEAD-YAP block	-11	4	-6	-16	-9	36*
MITF primary	7	-7	2	-4	-3	9

(31) CCN(CC)S(=O)(=O)c1ccc(NC)c(N)c1
(32) CCOC1=NN(c2ccc([N+](=O)[O-])cc2)C(=O)/C1=C\c1ccc(Cl)cc1
(33) COc1cc(NC(=O)N2CCC(CN3CCC(C)CC3)CC2)cc(OC)c1
(34) COc1ccc(CCNC(=O)CCn2c(SCC(=O)c3ccccc3)nc3cc4c(cc3c2=O)OCO4)cc1OC
(35) CCOC(=O)C1=C(C)NC2=C(C(=O)C(C(=O)OCC)C(c3ccccc3OC)C2)C1c1ccccc1C (stereo not drawn)
(36) C[C@@H](c1ccccc1)n1c(=O)[nH]c2nc(-c3ccsc3)cnc21
Compound	31	32	33	34	35	36
GPR151 ag	1.1	-0.2	-0.7	-0.1	-1.4	-0.6
FBW7 act	0.1	-0.1	0.3	-0.2	0.6	0.3
TEAD-YAP block	-16	15	-3	-11	-8	2
MITF primary	2	-10	-9	-3	1	-15

# Four structures already listed, arranged by formula weight, descending.
(34) COc1ccc(CCNC(=O)CCn2c(SCC(=O)c3ccccc3)nc3cc4c(cc3c2=O)OCO4)cc1OC
(33) COc1cc(NC(=O)N2CCC(CN3CCC(C)CC3)CC2)cc(OC)c1
(32) CCOC1=NN(c2ccc([N+](=O)[O-])cc2)C(=O)/C1=C\c1ccc(Cl)cc1
(36) C[C@@H](c1ccccc1)n1c(=O)[nH]c2nc(-c3ccsc3)cnc21
Compound	34	33	32	36
GPR151 ag	-0.1	-0.7	-0.2	-0.6
FBW7 act	-0.2	0.3	-0.1	0.3
TEAD-YAP block	-11	-3	15	2
MITF primary	-3	-9	-10	-15

# The list continues.
(37) Cc1cc(C)c(OCC(=O)Nc2cc(O)ccc2C(=O)O)cc1C
(38) O=C(O)C1C2C=CC(C2)C1C(=O)Nc1cccc(C(=O)N2CCCCC2)c1 (stereo not drawn)
(39) CCOc1ccccc1NC(=O)CN(C)S(=O)(=O)c1ccc2[nH]c3c(c2c1)CCCC3
(40) COc1cc(OC)c(OC)cc1CN1CCN(c2ccccn2)CC1
(41) NNC(=O)C1CCC(c2ccc(Cl)cc2)CC1 (stereo not drawn)
(42) O=CN1CCN(C(=O)c2ccc([N+](=O)[O-])cc2)CC1
Compound	37	38	39	40	41	42
GPR151 ag	0.8	2.7	1.7	-1.0	-0.6	-1.3
FBW7 act	0.4	0.2	0.3	-0.1	0.3	0.1
TEAD-YAP block	5	0	2	-2	-2	-9
MITF primary	16	-9	1	19	-6	5

(43) CC(C)NC(=O)CCCc1nc(-c2ccc(Cl)cc2)no1
(44) c1cnc(Nc2nccc(NCc3nc4ccccc4[nH]3)n2)nc1
(45) NC(=O)c1cccc(N2CCN(c3ccccn3)CC2)n1
(46) O=C(NNC(=O)c1cccs1)c1ccc(Cl)c([N+](=O)[O-])c1
(47) CCCCSc1nc(-c2cccs2)nc2c1c(=O)n(C)c(=O)n2C
(48) COc1ccc(S(=O)(=O)NCC2CC(=O)N(c3ccc(F)cc3)C2)cc1C (stereo not drawn)
Compound	43	44	45	46	47	48
GPR151 ag	0.4	-0.9	-0.9	3.6	1.3	-1.1
FBW7 act	0.1	0.0	0.2	0.2	-0.1	0.0
TEAD-YAP block	22	-1	7	-6	9	8
MITF primary	6	11	14	-3	-4	16

(49) COc1ccc(Cl)cc1N1C(=O)CSC1c1ccc(Cl)cc1Cl (stereo not drawn)
(50) CCOC(=O)C1=C(C)N=c2s/c(=C\c3ccc(-c4ccc(C(=O)O)cc4)o3)c(=O)n2C1c1ccc(OC)c(OC)c1 (stereo not drawn)
(51) O=C(OCC(=O)c1ccc(Cl)s1)c1cccc([N+](=O)[O-])c1
(52) Cn1c(=O)n(CC(=O)Nc2ccc3c(c2)OCCO3)c(=O)c2ccccc21
(53) Cc1ccc(C(=O)COc2cccc(N3C(=O)C4C5C=CC(C6CC56)C4C3=O)c2)cc1 (stereo not drawn)
(54) CCC(SC1=Nc2ccccc2C2=NC(C(C)C)C(=O)N12)C(=O)Nc1cccc(C)c1 (stereo not drawn)
Compound	49	50	51	52	53	54
GPR151 ag	0.4	-0.5	-0.3	-1.2	0.1	0.7
FBW7 act	0.0	-0.1	0.1	0.0	-0.2	-0.6
TEAD-YAP block	6	-10	-1	-37	-3	-7
MITF primary	-2	-4	13	14	-3	-3

(55) Cc1ncn(-c2ccc(Nc3nccc(-n4cc(CO)cn4)n3)cc2)n1
(56) CCOc1ccc(N(C(C)C(=O)N2CCN(c3ccccc3)CC2)S(C)(=O)=O)cc1 (stereo not drawn)
(57) CCCS(=O)(=O)N1CCN(C(=O)c2cccc(F)c2)CC1
(58) Cc1cccc(C(=O)NCc2cccs2)c1C
(59) Oc1ccc(/C=N/N2CCN(C3c4ccccc4-c4ccccc43)CC2)c(O)c1
(60) NNc1ccc(S(=O)(=O)Nc2ccc(SC(F)F)cc2)cc1[N+](=O)[O-]
Compound	55	56	57	58	59	60
GPR151 ag	-0.4	-1.2	-0.4	-0.1	-0.5	3.9
FBW7 act	-0.1	0.1	-0.3	-0.1	-0.3	-0.1
TEAD-YAP block	-4	10	-2	5	3	1
MITF primary	-4	9	1	0	6	-5

# Fetched by compound from above:
(60) NNc1ccc(S(=O)(=O)Nc2ccc(SC(F)F)cc2)cc1[N+](=O)[O-]
(55) Cc1ncn(-c2ccc(Nc3nccc(-n4cc(CO)cn4)n3)cc2)n1
Compound	60	55
GPR151 ag	3.9	-0.4
FBW7 act	-0.1	-0.1
TEAD-YAP block	1	-4
MITF primary	-5	-4

# The listing continues.
(61) COc1cc(Nc2cccc(C(=O)NC3CCN(Cc4ccccc4)CC3)n2)cc(OC)c1OC
(62) CCOC(=O)c1sc(=S)n2c3ccccc3c(=O)n(CC(=O)C(C)(C)C)c12
(63) CN1CCN(c2ccc(-c3cccc(C(F)(F)F)c3)cn2)CC1
(64) CCC(C)(C)C(=O)Nc1nnc(C2CCCCC2)s1
(65) N#C/C(=C\c1cccnc1)c1ccc([N+](=O)[O-])cc1
(66) S=c1oc(-c2ccco2)nn1CN1CCCCC1
Compound	61	62	63	64	65	66
GPR151 ag	0.6	-1.3	1.4	0.1	-1.0	-1.2
FBW7 act	0.0	0.7	-0.3	0.0	-0.2	0.0
TEAD-YAP block	6	-3	3	-14	0	6
MITF primary	15	13	3	18	-3	7

(67) Cc1cc(-c2cncnc2C2CCNCC2)on1
(68) COc1cccc(CC2=NOC(C(=O)NC3(c4ccccc4)CC3)C2)c1 (stereo not drawn)
(69) Cc1cccc(NC(=O)/C(=C\c2ccco2)NC(=O)c2cccc([N+](=O)[O-])c2)c1
(70) COc1cc(/C=C2\SC(=Nc3c(C)cccc3C)N(c3ccccc3)C2=O)ccc1OCc1c(F)cccc1Cl
(71) Cc1cc(/C=C2/C(=N)N3C=CSC3=NC2=O)c(C)n1-c1ccc(Br)cc1
(72) O=C(CSc1cccc[n+]1[O-])Nc1ccc(C(F)(F)F)cc1[N+](=O)[O-]
Compound	67	68	69	70	71	72
GPR151 ag	0.2	1.5	-1.5	0.5	0.0	0.4
FBW7 act	-0.1	0.0	0.1	0.1	0.0	0.5
TEAD-YAP block	8	-38	-5	3	-11	12
MITF primary	5	1	4	4	4	9

(73) Cc1cc(N(C)C)nc(NCCNC(=O)Nc2cccc(F)c2C)n1
(74) CC(C)CNC(=O)c1cccc(Br)c1
(75) Cc1ccc(NC(=S)NNC(=O)c2ccc(N3CCOCC3)c([N+](=O)[O-])c2)cc1C
(76) Cc1ccccc1C(=O)On1c(-c2ccc(Br)cc2)nc2ccccc2c1=O
Compound	73	74	75	76
GPR151 ag	1.6	-0.1	0.1	0.0
FBW7 act	-0.3	0.0	0.3	-0.3
TEAD-YAP block	13	2	-8	3
MITF primary	-6	-1	4	1
